Mtb UGM inh – inhibitors of M. tuberculosis UDP-galactopyranose mutase; inhibition, % at 10 µM; purified UGM, fluorescence polarization probe displacement; 320,000 tested, 0.06% active; P9WIQ1; in the data active = inhibition above about 10%, passing the limit was not always enough; inconclusive = no clear call, values can overlap the other calls
PrPC TRFRET – cell surface PrPC inhibition, primary TR-FRET screen; TR-FRET read-out; inhibition, % at 13.8 µM; 370,000 tested, 0.43% active; in the data active = inhibition above about 24%; note: 0% = median of the test wells and 100% = reference compound wells
FadD28 FP inh – M. tuberculosis FadD28 bisubstrate binding inhibition. 360,000 tested, 0.22% active. inhibition, % at 12.5 µM. FadD28 bisubstrate probe binding, fluorescence polarization; in the data active = inhibition above about 8.5%, passing the limit was not always enough; inconclusive = no clear call, values can overlap the other calls
GDH-TPI inh – inhibits GDH-TPI coupling enzymes, artifact for Mtb FBA screen; 360,000 tested, 1.2% active; GDH-TPI coupled enzyme counterscreen, NADH absorbance; inhibition, % at 4.8 µM; in the data active = inhibition above about 30%;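 note: 0% = DMSO wells and 100% = wells lacking the enzyme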
BoNT F protease – inhibitors of Botulinum neurotoxin F light chain protease; Multiplex microsphere protease cleavage assay, flow cytometry; inhibition, % at 10 µM; 360,000 tested, 0.22% active; AID 588497; in the data active = inhibition above about 35%, passing the limit was not always enough; inconclusive = no clear call, values can overlap the other calls; note: plate controls were buffer without enzyme for full effect and enzyme alone for no effect
MazEF act – increases E. coli MazEF RNase cleavage of RNA; 350,000 tested, 0.32% active; activation, % at 20 µM; AID 504720; FAM/BHQ RNA-DNA oligo cleavage fluorescence, 5 h; P0AE70; in the data active = activation above about 50%
Target sequence (P0AE70 whole entry, looked up): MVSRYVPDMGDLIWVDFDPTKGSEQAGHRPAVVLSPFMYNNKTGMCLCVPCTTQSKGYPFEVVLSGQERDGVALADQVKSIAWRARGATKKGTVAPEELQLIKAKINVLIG
FBA Mtb inh – Mtb fructose-bisphosphate aldolase inhibition | AID 588726 | purified M. tuberculosis FBA, fluorescence read-out | 360,000 tested, 2.3% active | P9WQA3 | inhibition, % at 1 µM; in the data active = inhibition above about 27%;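 note: 0% = vehicle and 100% = reference inhibitor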
Target sequence (P9WQA3 whole entry, looked up): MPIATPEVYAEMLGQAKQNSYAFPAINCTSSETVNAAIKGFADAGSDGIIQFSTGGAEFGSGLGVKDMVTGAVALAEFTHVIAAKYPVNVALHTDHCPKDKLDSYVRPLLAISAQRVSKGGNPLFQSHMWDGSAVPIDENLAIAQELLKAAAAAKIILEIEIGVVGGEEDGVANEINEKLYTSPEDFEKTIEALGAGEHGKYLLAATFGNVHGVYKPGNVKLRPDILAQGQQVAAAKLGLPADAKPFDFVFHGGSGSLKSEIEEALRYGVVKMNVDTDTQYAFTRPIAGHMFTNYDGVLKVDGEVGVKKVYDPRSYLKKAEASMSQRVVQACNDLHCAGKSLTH
Rv3671c inh – Rv3671c (M. tuberculosis) protease inhibition. P9WHR9. inhibition, % at 5.96 µM. 320,000 tested, 0.048% active. AID 2606; in the data active = inhibition above about 38%;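 note: extracellular domain of Rv3671c used as enzyme; 0% = enzyme with DMSO and 100% = no enzyme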
Target sequence (P9WHR9 whole entry, looked up, the tested form may be a part): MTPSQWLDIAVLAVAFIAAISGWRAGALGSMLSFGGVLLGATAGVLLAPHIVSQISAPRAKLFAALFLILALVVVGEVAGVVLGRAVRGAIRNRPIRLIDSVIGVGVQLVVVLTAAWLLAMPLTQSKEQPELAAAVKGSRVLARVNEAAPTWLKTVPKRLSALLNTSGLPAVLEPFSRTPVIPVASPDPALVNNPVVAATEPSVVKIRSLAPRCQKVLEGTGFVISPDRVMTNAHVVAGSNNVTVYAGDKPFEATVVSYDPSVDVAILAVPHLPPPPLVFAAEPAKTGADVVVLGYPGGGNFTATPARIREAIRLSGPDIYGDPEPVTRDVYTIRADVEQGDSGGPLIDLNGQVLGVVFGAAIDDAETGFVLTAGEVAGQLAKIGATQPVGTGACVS
BioA inh – blocks M. tuberculosis BioA enzyme activity. 360,000 tested, 0.096% active. inhibition, % at 9.99 µM. purified M. tuberculosis BioA enzyme, plate reader; in the data active = inhibition above about 40%; inconclusive = no clear call, values can overlap the other calls
* marks the source's active call; other numbers are inactive results; ? = inconclusive; / = not tested or not shown; + = active, no number.

structure	Mtb UGM inh	PrPC TRFRET	FadD28 FP inh	GDH-TPI inh	BoNT F protease	MazEF act	FBA Mtb inh	Rv3671c inh	BioA inh
COCCN(C(=S)Nc1ccccc1OC)C1CCN(C(C)C)CC1	2.8	5	2.2	-5	0	-1	-1	1	1.3
CCOC(=O)C(C)NC(=O)CCc1nnc2ccc(N3CCCCC3)nn12 (stereo not given)	0.1	-2	/	2	5	-1	-1	4	1.5
Cc1ccc(NC(=O)c2sc3nc(CCl)[nH]c(=O)c3c2C)c(C)c1	/	12	-2.4	13	6	0	3	/	/
CCN(CCn1cccn1)C(=O)C1CCC(=O)N(CCc2cccc(F)c2)C1 (stereo not given)	-0.9	-4	-0.8	-3	-3	-2	1	4	-0.2
CCN(CC)C(=O)CSc1nnc(-c2ccc(S(=O)(=O)N3CCCC3)cc2)o1	-0.6	0	0.4	3	-1	-4	-2	-4	-0.6
COc1ccc(Nc2cc(C(=O)NCCCN3CCOCC3)c3ccccc3n2)cc1	-0.9	-11	0.0	4	-3	4	1	1	-0.3
CCn1nnnc1SCC(=O)N(C)C1CCS(=O)(=O)C1 (stereo not given)	0.4	4	-1.8	-5	12	4	-1	3	-1.6
O=C(NCCc1ccccn1)C1CCCN1S(=O)(=O)c1ccc(Cl)cc1 (stereo not given)	-2.2	-4	-0.4	3	-1	6	0	5	-1.2
CCCCCCCCCC(=O)Nn1cnc2ccccc2c1=O	-1.4	0	-1.1	5	-2	-4	1	-9	/
COc1ccccc1OC[C@H](O)CO	-0.9	3	0.1	10	-18	13	0	-1	0.0
Cc1ccc(-c2noc(C3CCCN(C(=O)c4ccc(F)cc4F)C3)n2)cc1 (stereo not given)	-0.6	7	-4.0	4	-5	-8	3	-3	0.5
O=C(Nc1ccc(Cl)cc1Cl)N1CCN(c2ncccn2)CC1	0.9	6	-2.9	2	1	1	1	3	0.6
COc1ccc(CN2C=C3C(=O)C(C)(OC(=O)CCc4ccccc4)C(=O)C=C3C=C2c2ccc(C#N)cc2)cc1 (stereo not given)	3.9	-5	0.8	22	-24	-3	4	5	-6.1
COc1cc(O)c(C(CC(=O)N2CCCC2)c2cc(OC)c(OC)c(OC)c2)c(OC)c1 (stereo not given)	1.3	5	-1.1	-1	-6	4	-3	-4	-1.6
CCOc1ccc(-n2c(SCC(=O)NCc3ccco3)nc3c([nH]c4ccccc43)c2=O)cc1	-3.2	-1	-1.1	21	17	10	2	-12	-0.7
O=C(O)C1CCCCC1C(=O)Nc1ccc(S(=O)(=O)N2CCCCC2)cc1 (stereo not given)	0.2	6	-0.3	4	-1	2	0	5	-0.4
CC(C)n1c(=O)c2ccccc2n1Cc1cn(-c2ccccc2)nn1	/	-9	0.4	/	0	/	120*	/	1.1
COc1ccc(C)cc1NC(=O)C1CCCN(S(=O)(=O)c2cccnc2)C1 (stereo not given)	2.1	6	-2.6	-4	-2	-7	-2	1	1.4
O=C(CCN1C(=O)c2ccccc2C1=O)NCCN1CCOCC1	-2.2	0	-0.7	6	2	6	-1	-7	-0.5
CC(=O)NC(Cc1ccccc1)C(=O)NC1CCN(C(=O)NCc2ccccc2)CC1 (stereo not given)	/	2	1.0	8	0	9	-1	/	-0.5
COC(=O)C1=C(C)NC(C)=C(C(=O)OC)C1c1ccc(OC(=O)c2oc3ccccc3c2C)c(OC)c1	3.1	2	-3.9	10	-2	0	2	-33	/
O=C(NCC1OCCCN1S(=O)(=O)c1cc(F)ccc1F)C(=O)NC1CCCCCC1 (stereo not given)	1.7	-3	-1.8	-2	-6	3	0	2	/
COc1ccc(S(=O)(=O)N2CC(C(=O)O)Oc3ccc(Cl)cc32)cc1 (stereo not given)	0.7	-1	-4.9	-19	-14	-7	5	-2	0.2
Nc1cccc(C(=O)OCC(=O)c2ccccc2)c1	-0.6	7	-0.8	0	-3	3	-3	-8	/
CCOC(=O)/C(C#N)=N\Nc1ccc(S(=O)(=O)Nc2nc(C)cc(C)n2)cc1	3.2	-1	-0.1	5	-1	-2	-1	4	-0.5

Exported as labelled records: part of the list above.
> Cc1ccc(NC(=O)c2sc3nc(CCl)[nH]c(=O)c3c2C)c(C)c1
  Mtb UGM inh = /
  PrPC TRFRET = 12
  FadD28 FP inh = -2.4
  GDH-TPI inh = 13
  BoNT F protease = 6
  MazEF act = 0
  FBA Mtb inh = 3
  Rv3671c inh = /
  BioA inh = /

> CCN(CC)C(=O)CSc1nnc(-c2ccc(S(=O)(=O)N3CCCC3)cc2)o1
  Mtb UGM inh = -0.6
  PrPC TRFRET = 0
  FadD28 FP inh = 0.4
  GDH-TPI inh = 3
  BoNT F protease = -1
  MazEF act = -4
  FBA Mtb inh = -2
  Rv3671c inh = -4
  BioA inh = -0.6

New compounds follow:
structure	Mtb UGM inh	PrPC TRFRET	FadD28 FP inh	GDH-TPI inh	BoNT F protease	MazEF act	FBA Mtb inh	Rv3671c inh	BioA inh
C=CCC(CC(O)COCCC)C(=O)NNC(=S)Nc1ccccc1 (stereo not given)	-2.2	9	0.9	2	-3	11	5	2	/
O=C(NCc1ccco1)C1CCCN1C(=O)Nc1ccc(Cl)cc1 (stereo not given)	-0.2	10	-0.9	-8	2	-2	-3	-3	/
CC(C)Nc1ncnc2c1ncn2[C@H]1CN(CCN2CCOCC2)C[C@@H](CO)O1	/	5	-1.0	5	2	/	4	/	-0.8
Cc1ccc(-c2c(C(=O)NCc3ccccc3)oc(=O)c3ccccc23)cc1	-1.1	14	-3.3	0	0	3	0	-4	-0.8
Cc1cccc(CCNCc2cc3cc(C)cc(C)c3[nH]c2=O)c1	0.8	-1	-2.7	9	3	7	3	1	-0.4
COc1ccc(-c2cc(CNC(=O)CCl)on2)cc1	-1.3	2	-0.4	10	-7	10	3	2	-3.9
CC(OC(=O)c1ccncc1)C(=O)Nc1ccc([N+](=O)[O-])cc1Cl (stereo not given)	-0.1	-16	-0.2	2	-5	11	-3	9	0.9
O=C(CC1SC(=Nc2ccccc2)N(CCc2ccccn2)C1=O)Nc1ccc(F)cc1 (stereo not given)	1.2	-2	-1.2	6	0	4	0	-10	11
O=C(COC(=O)c1c(Cl)cccc1Cl)Nc1cc(Cl)ccc1Oc1ccccc1	1.8	4	-0.4	7	1	5	1	-19	/
CN1C[C@H](CO)C[C@@H]2c3cccc4[nH]cc(c34)C[C@H]21	2.1	-4	0.5	3	21	5	4	-2	-4.4
O=C(Cc1cccs1)Nc1cccnc1	0.9	-2	-3.5	-2	-1	4	0	5	-1.0
Cn1ncc2c(N3CCN(c4ccccc4F)CC3)ncnc21	-0.3	11	-0.7	12	3	2	0	1	/
CCN1CC(CN(C)Cc2nc(-c3ccc(Cl)cc3)no2)CC1=O (stereo not given)	-1.3	12	-0.4	3	-1	0	0	4	-1.2
COCc1c(C(=O)N(C)Cc2ccccc2N2CCCC2)oc2ccccc12	/	13	-3.0	2	6	-1	0	/	-1.0
O=C(N[C@@H](Cc1ccccc1)C(=O)OCc1ccccc1)c1nc[nH]c1C(=O)NC1CCNCC1	0.6	0	-2.6	6	-7	15	2	-2	4.1
CN(C)P(=S)(Nc1ccccc1)C(Cl)(Cl)Cl (stereo not given)	-0.1	3	-1.3	6	-1	-3	-2	3	-3.0
CC(c1ccccc1)C1CC(=O)N(c2cc(Cl)ccn2)C1=O (stereo not given)	2.2	-5	-3.2	-1	?	4	1	-9	-1.6
CCOc1ccc(N/C=C/C(=O)c2cc(OC)c(OC)c(OC)c2)cc1	1.3	3	1.0	14	-14	6	2	12	0.3
CCc1nc(N2CCCCC2C)c2oc3ccccc3c2n1 (stereo not given)	-1.0	13	-4.3	-9	-1	-6	-1	2	0.9
COc1ccc(CNS(=O)(=O)NCc2ccccc2)cc1OC	2.0	9	-2.2	-1	0	3	-1	3	1.3
CCc1ccc(NC2=CC(=O)CC(c3ccco3)C2)cc1 (stereo not given)	-0.3	6	-2.5	21	-10	1	1	-4	-0.7
O=c1c2ccccc2[se]n1-c1ccccc1	/	3	-4.1	84*	38*	-15	-2	40*	-1.2
CCN1C(=O)c2cccc3c(S(=O)(=O)Nc4ccc(OC)cc4OC)ccc1c23	0.8	-1	-3.0	11	-14	4	0	-7	1.9
Cc1ccc(/C=N/NC(=O)NC23CC4CC(CC(C4)C2)C3)o1	0.5	9	-1.8	13	/	11	1	10	1.8
Cc1ccc(C(=O)CCC(=O)NCc2ccc(Cl)cc2)cc1	-1.5	7	-0.6	9	-5	-7	-1	-2	-2.7

More compounds
structure	Mtb UGM inh	PrPC TRFRET	FadD28 FP inh	GDH-TPI inh	BoNT F protease	MazEF act	FBA Mtb inh	Rv3671c inh	BioA inh
CC(C)c1ccc(/C=C2\NC(=S)N(Cc3cccnc3)C2=O)cc1	1.2	-8	-3.0	-5	-3	1	2	-1	1.8
O=C(COC(=O)CSc1ccc([N+](=O)[O-])cc1)NCc1ccco1	0.7	-12	-4.1	22	/	2	-1	11	/
CCn1c(C)cc(/C=C2/SC(=S)N(CC(=O)O)C2=O)c1C	-8.5	-9	-2.2	2	-6	-11	-45	1	/
CCCC(=O)OC(C(=O)Nc1cc(C(F)(F)F)ccc1Cl)c1ccccc1 (stereo not given)	-0.7	-5	-2.1	13	-12	-1	0	-10	1.2
CCOC(=O)c1c(-n2c(C)cc(/C=C3/C(=O)NC(=O)N(CC)C3=O)c2C)sc2c1CCCC2	-1.2	1	-0.1	9	7	-13	7	-6	0.8
CCSc1n[nH]c2nc3c(c(=O)n12)C1(CCCCC1)Cc1ccccc1-3	2.6	0	-2.5	15	-11	5	5	4	-0.5
CN(CC(=O)N1CCN(c2ccccc2)CC1)C1CCCc2ccccc21 (stereo not given)	-2.5	3	0.3	0	-6	5	0	-4	1.5
CC(C)CNC(=O)c1ccccc1NC(=O)c1ccccc1N(C)S(C)(=O)=O	2.2	6	0.0	1	1	0	0	-4	-2.9
COc1ccc(C(=O)NCC(=O)NCCc2c[nH]c3ccccc23)cc1OC	0.0	-2	-2.4	-2	-5	3	0	-1	/
CC(=O)Nc1ccc(OCC(O)CNC2CCCC2)cc1 (stereo not given)	-1.5	0	-1.6	-6	-10	3	6	4	/
O=C(O)c1cc(-c2cccc(Cl)c2)nc2nc(N3CCCCC3)sc12	2.6	1	-8.1	18	1	-5	+	-5	/
Cc1cc(C)c2c(c1)-c1cc(C)nn1C(c1cccnc1)N2 (stereo not given)	-4.5	-3	-0.7	0	2	9	2	1	3.3

Among those listed so far, 13 have an aryl methoxy group:
structure	Mtb UGM inh	PrPC TRFRET	FadD28 FP inh	GDH-TPI inh	BoNT F protease	MazEF act	FBA Mtb inh	Rv3671c inh	BioA inh
COCCN(C(=S)Nc1ccccc1OC)C1CCN(C(C)C)CC1	2.8	5	2.2	-5	0	-1	-1	1	1.3
COc1ccc(Nc2cc(C(=O)NCCCN3CCOCC3)c3ccccc3n2)cc1	-0.9	-11	0.0	4	-3	4	1	1	-0.3
COc1ccccc1OC[C@H](O)CO	-0.9	3	0.1	10	-18	13	0	-1	0.0
COc1ccc(CN2C=C3C(=O)C(C)(OC(=O)CCc4ccccc4)C(=O)C=C3C=C2c2ccc(C#N)cc2)cc1 (stereo not given)	3.9	-5	0.8	22	-24	-3	4	5	-6.1
COc1cc(O)c(C(CC(=O)N2CCCC2)c2cc(OC)c(OC)c(OC)c2)c(OC)c1 (stereo not given)	1.3	5	-1.1	-1	-6	4	-3	-4	-1.6
COc1ccc(C)cc1NC(=O)C1CCCN(S(=O)(=O)c2cccnc2)C1 (stereo not given)	2.1	6	-2.6	-4	-2	-7	-2	1	1.4
COC(=O)C1=C(C)NC(C)=C(C(=O)OC)C1c1ccc(OC(=O)c2oc3ccccc3c2C)c(OC)c1	3.1	2	-3.9	10	-2	0	2	-33	/
COc1ccc(S(=O)(=O)N2CC(C(=O)O)Oc3ccc(Cl)cc32)cc1 (stereo not given)	0.7	-1	-4.9	-19	-14	-7	5	-2	0.2
COc1ccc(-c2cc(CNC(=O)CCl)on2)cc1	-1.3	2	-0.4	10	-7	10	3	2	-3.9
CCOc1ccc(N/C=C/C(=O)c2cc(OC)c(OC)c(OC)c2)cc1	1.3	3	1.0	14	-14	6	2	12	0.3
COc1ccc(CNS(=O)(=O)NCc2ccccc2)cc1OC	2.0	9	-2.2	-1	0	3	-1	3	1.3
CCN1C(=O)c2cccc3c(S(=O)(=O)Nc4ccc(OC)cc4OC)ccc1c23	0.8	-1	-3.0	11	-14	4	0	-7	1.9
COc1ccc(C(=O)NCC(=O)NCCc2c[nH]c3ccccc23)cc1OC	0.0	-2	-2.4	-2	-5	3	0	-1	/

Source: PubChem BioAssay (several laboratories)
